# Screens as filed in PubChem.
# L3MBTL1 inh: qHTS Assay for the Inhibitors of L3MBTL1 | 230,000 compounds, 0.66% hits | Potency, µM (doses to about 57.1 µM), inactives show at the top dose activity, negative = inhibition, usual class: inhibitors | Lethal(3)malignant brain tumor-like protein 1 (Homo sapiens), Q9Y468 | AlphaScreen L3MBTL1–H3K9me1 peptide binding; also: potency is read from the fitted curve at half-maximal effect; % is scaled to controls: 0 for no effect and ±100 for the full control effect; nearly all actives have a fitted effect of over 60% in size
#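 AlphaScreen assay: L3MBTL1 (50 nM final) was preincubated 30 min at room temperature with biotinylated H3(1-15)K9me1 peptide (75 nM final), then 30 min with library compounds; streptavidin donor and nickel chelate acceptor beads (10 ug/mL final) added, 30 min dark.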
# Luc counter: Counterscreen for Luciferase (Kinase-Glo TM) Inhibition. 200,000 compounds, 0.28% hits. Luciferin 4-monooxygenase (Photuris pensylvanica), Q27757. Kinase-Glo luciferase, ATP luminescence, 8 min. Potency, µM (highest dose often 38.3 µM), without a hit: at the top dose activity change, negative = inhibition, actives largely listed as inhibitors; also: potency is read from the fitted curve at half-maximal effect; % is scaled to controls: 0 for no effect and ±100 for the full control effect; nearly all actives have a fitted effect of over 60% in size
#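 Substrate mix (final 50 mM imidazole pH 7.2, 50 mM KCl, 7 mM MgCl2, 10 uM ATP, 0.01% Tween 20, 0.05% BSA) plus pin-tool compound, then Kinase-Glo detection mix; 8 min ambient, luminescence read.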
# CBFb-RUNX1 inh: qHTS Assay for Compounds Blocking the Interaction Between CBF-beta and RUNX1 for the Treatment of Acute Myeloid Leukemia; Runt-related transcription factor 1 (Homo sapiens) + Core-binding factor subunit beta …; Potency, µM (titrated, usually from 59.8 µM), for inactives: top-dose activity, negative = inhibition, hits mostly inhibitors; AlphaScreen CBFb-His/RUNX1-biotin binding, biochemical; 230,000 tested, under 10 active; also: % of control where 0% means no effect
# Target sequence (Q01196 whole entry, looked up): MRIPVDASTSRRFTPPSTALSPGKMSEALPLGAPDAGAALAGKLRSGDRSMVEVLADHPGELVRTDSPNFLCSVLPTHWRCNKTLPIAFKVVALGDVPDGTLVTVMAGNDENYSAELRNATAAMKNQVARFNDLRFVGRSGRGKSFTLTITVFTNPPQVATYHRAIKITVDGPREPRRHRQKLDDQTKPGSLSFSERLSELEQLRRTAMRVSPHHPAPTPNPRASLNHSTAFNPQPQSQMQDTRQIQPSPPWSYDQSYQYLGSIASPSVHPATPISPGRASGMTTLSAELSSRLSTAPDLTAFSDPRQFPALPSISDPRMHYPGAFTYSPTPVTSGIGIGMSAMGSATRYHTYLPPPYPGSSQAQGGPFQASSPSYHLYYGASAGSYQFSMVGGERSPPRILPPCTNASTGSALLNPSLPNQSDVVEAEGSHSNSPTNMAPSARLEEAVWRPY
# Target sequence (Q13951 whole entry, looked up): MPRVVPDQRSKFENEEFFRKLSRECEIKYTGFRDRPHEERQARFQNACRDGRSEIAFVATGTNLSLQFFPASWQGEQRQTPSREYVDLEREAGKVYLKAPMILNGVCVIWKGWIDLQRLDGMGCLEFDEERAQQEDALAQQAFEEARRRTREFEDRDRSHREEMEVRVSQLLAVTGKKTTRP
#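 CBFb-His/RUNX1-biotin, 30 nM each, preincubated 20 min RT; compound 15 min RT; Ni + streptavidin beads 50 ng each, 90 min RT; AlphaScreen read.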
# IMPase Li inh: qHTS Assay for Identifying the Cell-Membrane Permeable IMPase Inhibitors: Potentiation with Lithium | CHO-M1 cells, IP1 TR-FRET (IP-One), carbachol + lithium | Potency, µM (series often up to 59.4 µM), without a hit: at the highest dose activity, negative = IMPase inhibition, most hits filed as inhibitors | 210,000 compounds, 0.35% hits | AID 1457, 2008;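 also: IP1 builds up when IMPase is blocked and the TR-FRET signal falls; potency is read from the fitted curve at half-maximal effect; plate controls were basal vehicle for no effect and high inhibitor control for full effect; nearly all actives have a fitted effect of over 50% in size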
#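 CHO cells stably expressing M1 receptor (2000/well, cultured 16–30 h) treated 30 min at 37C with compound plus low lithium. Cytosolic IP1 by TR-FRET (665/620 ratio and 620 channel) after 10 min lysis; AC50 by Hill fit.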
# Epigenetic reg: Quantitative High-Throughput Screen for Regulators of Epigenetic Control; Potency, µM (highest dose often 53.9 µM), for the others: top-dose GFP activation, actives largely listed as activators; 280,000 compounds, 0.2% hits; AID 1865, 2009; murine LDR cells, GFP reporter derepression, 30 h; also: potency is read from the fitted curve at half-maximal effect; % of control where 0% means no effect; nearly all actives have a fitted effect of over 60% in size
#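 Derepression of a silenced CMV-GFP reporter in murine LDR cells is scored by enumerating GFP-positive cells with a laser-scanning microplate cytometer after 30 hours of treatment at 37 C.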
# NPSR antag: qHTS Assay for Antagonists of the Neuropeptide S Receptor: cAMP Signal Transduction. Q6W5P4. CHO-NPSR cells, cAMP TR-FRET, antagonist mode. Potency, µM (doses to about 38.3 µM), without a hit: at the highest dose activity change, negative = inhibition, hits mostly inhibitors. 220,000 compounds, 1% hits. AID 1461, 2008; also: potency is read from the fitted curve at half-maximal effect; % is scaled to controls: 0 for no effect and ±100 for the full control effect; nearly all actives have a fitted effect of over 50% in size; many of its hits are not listed in these tables
# Target sequence (Q6W5P4 whole entry, looked up): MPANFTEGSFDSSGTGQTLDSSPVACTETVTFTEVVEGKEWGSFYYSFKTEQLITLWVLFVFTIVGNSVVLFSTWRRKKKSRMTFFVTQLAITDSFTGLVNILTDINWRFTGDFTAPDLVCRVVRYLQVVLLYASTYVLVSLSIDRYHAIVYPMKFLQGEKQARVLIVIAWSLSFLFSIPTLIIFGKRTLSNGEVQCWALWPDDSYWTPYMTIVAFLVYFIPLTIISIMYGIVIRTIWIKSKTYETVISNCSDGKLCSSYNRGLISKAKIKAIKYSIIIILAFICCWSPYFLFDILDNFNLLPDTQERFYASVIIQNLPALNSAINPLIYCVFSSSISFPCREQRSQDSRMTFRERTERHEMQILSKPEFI
# HTT aggregate: qHTS Multiplex Assay to Identify Dual Action Probes in a Cell Model of Huntington: Aggregate Formation (GFP); PC12 HttQ103-GFP aggregates, Acumen cytometry, 40 h; 220,000 compounds, 1.1% hits; Potency, µM (doses to about 46.1 µM), for the others: at the top dose activity change, negative = inhibition, hits mostly inhibitors; also: potency is read from the fitted curve at half-maximal effect; % is scaled to controls: 0 for no effect and ±100 for the full control effect; nearly all actives have a fitted effect of over 60% in size
#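 PC12/HTTQ103-GFP, ecdysone-inducible; teb 100 nM; cpd qHTS titration; GFP aggregates read on laser cytometer, Ex 488/Em 500-530 nm.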
# Active calls of the source: *; ? = inconclusive; / = no result given; & = joins results of further samples; [ ] = remark or other dose. Calls follow the shape of the dose curve; as a rule, active = well fitted curve in the direction sought with a large enough effect; inconclusive = small, poorly fitted or top-dose-only effect, or another doubt; inactive = no such curve, though single readings can be large; an effect the other way counts as inactive or inconclusive. Only part of the results is shown (hit frequency here may not be typical).
SMILES,L3MBTL1 inh,Luc counter,CBFb-RUNX1 inh,IMPase Li inh,Epigenetic reg,NPSR antag,HTT aggregate
Cc1ccc2nsnc2c1-n1c(C)nc2ccccc2c1=O,3%,-2%,2%,-3%[38.3 µM],-0.9%,-2%[46.1 µM],9%
OCCCCO,0%,/,6%[21.7 µM],8%,/,/,/
CN1CCN(Cc2cn3cccnc3n2)CC1,/,1%,-3%,0%,1.3%,10%,-2%
COC(=O)N(C)c1ccc(C(O)(C(=O)OC)C(F)(F)F)cc1 (centres undefined),3%,-4%,10%,3%,1.1%,8%,2%
CCCCCCC(=O)c1c(O)n(-c2ccccc2OC)c(=O)[nH]c1=O,-3%,1%,2%,-6%,0.0%,8%,14%
Cc1ccc(N2C(=O)NC(=O)/C(=C/c3ccc(-c4ccc(C(=O)O)c(Cl)c4)o3)C2=O)cc1,/,-1%,-10%,-29%,-1.5%,-16%,-17%
CN1C(=O)C(=Cc2ccc(N3CCOCC3)c([N+](=O)[O-])c2)C(=O)N(C)C1=O,-1%,1%,-10%,-1%,1.7%,-46%,15%
CN(CCC(N)CC(=O)NC1C=CC(n2ccc(N)nc2=O)OC1C(=O)O)C(=N)N (centres undefined),/,-3%,2%,3%,-0.5%,/,/
CC[N+](C)(CC)CCCOC(=O)C(O)(c1ccccc1)C1CCCCC1 (centres undefined),10%,0%,17%,32%,-1.2%,-3%[46.1 µM],0%
CCOP(=O)(OCC)C(CC)N1CCOCC1 (centres undefined),/,6%,-1%,4%[38.3 µM],0.0%,-14%[46.1 µM],-8%[9.22 µM]
Cc1ccc(CN2C3CCCC2CC(NC(=O)Nc2cccc(F)c2)C3)cc1 (centres undefined),-3%,3%,1%,23%,1.1%,14%,16%[9.22 µM]
COc1cc(CC2(CCc3ccncc3)C(=O)NC(=O)NC2=O)cc(OC)c1OC,-1%,-1%,-1%,-5%,0.0%,-4%,7%[9.22 µM]
O=C(N[C@H]1CN2CCC1CC2)c1ccc(Cl)cc1,/,1%,3%&15%,-5%,1.5%,/,/
Cc1ccc(-c2nc3ccccc3c(=O)n2-c2ncccc2C)cc1,-4%,0%,1%,-3%[38.3 µM],-1.9%,-15%[46.1 µM],3%
CCc1cc2c(s1)NC(=O)CN=C2c1cccs1,2%,-1%,6%,-5%[38.3 µM],6.6%,-23%[7.67 µM],-6%
CCCCCCC(=O)c1c(O)n(-c2ccccc2OC)c(=O)[nH]c1=O (tested in a mixture with another compound),/,/,1%,/,-2.3%,2%,12%[9.22 µM]
CCOC(=O)Cn1cc([N+](=O)[O-])nc1[N+](=O)[O-],8%,-3%,1%,4%[38.3 µM],-0.3%,26%[46.1 µM],-16%
NCCNc1ccc([N+](=O)[O-])c2cccnc12,-4%,-1%,-4%,20%,6.5%,-49%,/
CCc1ccc2nc(N3CCC(C(=O)N4CCC5(CC4)OCCO5)CC3)sc2c1,/,2%,-3%,7%,2.1%,2%,-10%
CCC(CC)C1C(C#N)=C(N)Oc2c1c(=O)oc1ccccc21 (centres undefined),-2%,-3%,4%,16%,-1.2%,-13%[46.1 µM],-10%
CCC(=O)c1cn(Cc2ccccc2)c2ccccc12,31%[activator],-2%,10%,-1%,0.2%,36%,29%[9.22 µM]
O=C1C(c2ccccc2)=C(N2CC2)c2ccccc21,-28%,-4%,?,-5%[38.3 µM],0.0%,-1%[46.1 µM],-15%
O=c1oc2ccccc2c(O)c1C(c1ccccc1O)c1c(O)c2ccccc2oc1=O,/,3%,7%,10µM*,-0.1%,/,/
CC[C@@H](CO)NC(=O)[C@@H]1C=C2c3cccc4c3c(cn4C)C[C@H]2N(C)C1,-14%&-3%,-1%,?,18%&1%,0.1%&8.4%&-4.2%,-54%&-29%,-21%
CCc1nc2ccccc2c(=O)n1-c1ccc2ccccc2c1,/,7%,0%,26%[38.3 µM],0.8%,-24%[46.1 µM],9%[9.22 µM]
O=C1c2ccccc2C(=O)c2ccccc21,/,-3%,19%,0%,6.2%,/,21%
Cc1ccc(OP(=O)(NCc2ccccc2)Oc2ccc(C)cc2)cc1,21%,1%,27%,12%,0.1%,-54%,-16%
CN1C(CC(=O)c2ccccc2)CCCC1CC(O)c1ccccc1 (centres undefined),/,-6%&-4%,-5%&-2%,21%,-1.3%&-6.3%,-6%[46.1 µM],1%
O=S(=O)(c1ccccc1)N1CN2CCN(C2)C1,0%,-5%,1%,2%[38.3 µM],-1.7%,6%[46.1 µM],3%
OC1(c2ccc(F)cc2)CCNC1 (centres undefined),10%,-4%,1%,-4%[38.3 µM],-1.1%,-1%[46.1 µM],0%
O=C(c1cc2cc3ccc(Cl)cc3nc2o1)N1CCC2(CC1)OCCO2,1%,-6%,5%,-6%[38.3 µM],-2.0%,-10%[46.1 µM],6%
CCOP(=O)(OCC)C(Nc1cccc(C(F)(F)F)c1)c1ccc(Br)cc1 (centres undefined),7%,0%,6%,11%,-1.1%,?,13%
NC(N)=Nc1ccc2[nH]c3c(c2c1)C[C@@]1(O)[C@H]2Cc4ccc(O)c5c4[C@@]1(CCN2CC1CC1)[C@H]3O5,-9%,38%[activator],4%,38%[activator],-1.2%,?,/
O=[N+]([O-])c1ccc(N2CCOCC2)c2cccnc12,14%,-1%,5%,-1%,-0.7%,5%,18%
COc1cc(C(=O)OC2C[C@H]3CC[C@@H](C2)N3C)ccc1O (some centres undefined),/,-1%[17.1 µM],-1%[21.7 µM],17%,1.4%[16.9 µM],/,/
O=C(c1cc(-c2ccncc2)nc2ccccc12)N1CCC2(CC1)OCCO2,5%,1%,10%,1%[38.3 µM],-1.0%,-13%[46.1 µM],5%
CC(C)C[C@H]1C(=O)N2CCC[C@H]2[C@]2(O)O[C@](NC(=O)[C@@H]3C=C4c5cccc6[nH]c(Br)c(c56)CC4N(C)C3)(C(C)C)C(=O)N12 (some centres undefined),-10%,16%,-15%,30%[activator],-1.0%,1.6µM*,3%
C[C@H](O)[C@H]1CC[C@H]2[C@@H]3CCC4=CC(=O)CC[C@]4(C)[C@H]3CC[C@]12C,-10%,0%,12%,-9%,0.3%,-8%,-18%
CCCCCn1c(=O)c(C(=O)Nc2c(C)n(C)n(-c3ccccc3)c2=O)c(O)c2ccccc21,42%[activator],0%,-2%,21%[38.3 µM],-1.1%,-1%[46.1 µM],-4%
COc1ccc(C(C)=O)cc1CC(C(=O)c1ccc(C)c(C)c1)N(C)C (centres undefined),4%,-2%,0%,5%,1.0%,23%,29%
CCC(C#N)(CC)P(=S)(c1ccccc1)c1ccccc1,23%,3%,?,20%,0.0%,-57%,19%
Cc1ccc(-n2c(-c3ccc([N+](=O)[O-])cc3)nc3ccccc3c2=O)cc1,-11%,5%,-6%,26%,0.0%,-6%[46.1 µM],9%
COc1ccc(OC(=O)Nc2ccccc2)cc1,/,-19%,4%,10%[38.3 µM],-0.6%,-10%[46.1 µM],?
Cc1cccn2c(NCC3CCCO3)c(C(C)C)nc12 (centres undefined),-2%,0%,-2%,11%[38.3 µM],-6.0%,3%[46.1 µM],-4%
COc1cc(CN=Cc2c(O)n(C(C)(C)C)c(=O)[nH]c2=O)cc(OC)c1,4%,/,4%,/,0.0%,27%,-7%[9.22 µM]
CCS(=O)(=O)N1Cc2ccccc2CC1C(=O)NCC12CC3CC(CC(C3)C1)C2 (centres undefined),/,-5%,7%,35%[activator][38.3 µM],-4.9%,?,-4%
c1cncc(C2CCCN2)c1 (centres undefined),/,/,17%,2%,0.0%,/,/
OC(CCNCCc1c[nH]c2ccccc12)C(F)(F)F (centres undefined),?,-2%,-11%,7%,3.9%,5%,-5%

# At a glance, part of the list above.
SMILES,L3MBTL1 inh,Luc counter,CBFb-RUNX1 inh,IMPase Li inh,Epigenetic reg,NPSR antag,HTT aggregate
COc1cc(C(=O)OC2C[C@H]3CC[C@@H](C2)N3C)ccc1O (some centres undefined),/,-1%[17.1 µM],-1%[21.7 µM],17%,1.4%[16.9 µM],/,/
O=C(c1cc(-c2ccncc2)nc2ccccc12)N1CCC2(CC1)OCCO2,5%,1%,10%,1%[38.3 µM],-1.0%,-13%[46.1 µM],5%
CC(C)C[C@H]1C(=O)N2CCC[C@H]2[C@]2(O)O[C@](NC(=O)[C@@H]3C=C4c5cccc6[nH]c(Br)c(c56)CC4N(C)C3)(C(C)C)C(=O)N12 (some centres undefined),-10%,16%,-15%,30%[activator],-1.0%,1.6µM*,3%
C[C@H](O)[C@H]1CC[C@H]2[C@@H]3CCC4=CC(=O)CC[C@]4(C)[C@H]3CC[C@]12C,-10%,0%,12%,-9%,0.3%,-8%,-18%
CCCCCn1c(=O)c(C(=O)Nc2c(C)n(C)n(-c3ccccc3)c2=O)c(O)c2ccccc21,42%[activator],0%,-2%,21%[38.3 µM],-1.1%,-1%[46.1 µM],-4%
COc1ccc(C(C)=O)cc1CC(C(=O)c1ccc(C)c(C)c1)N(C)C (centres undefined),4%,-2%,0%,5%,1.0%,23%,29%
CCC(C#N)(CC)P(=S)(c1ccccc1)c1ccccc1,23%,3%,?,20%,0.0%,-57%,19%
Cc1ccc(-n2c(-c3ccc([N+](=O)[O-])cc3)nc3ccccc3c2=O)cc1,-11%,5%,-6%,26%,0.0%,-6%[46.1 µM],9%
COc1ccc(OC(=O)Nc2ccccc2)cc1,/,-19%,4%,10%[38.3 µM],-0.6%,-10%[46.1 µM],?
Cc1cccn2c(NCC3CCCO3)c(C(C)C)nc12 (centres undefined),-2%,0%,-2%,11%[38.3 µM],-6.0%,3%[46.1 µM],-4%
COc1cc(CN=Cc2c(O)n(C(C)(C)C)c(=O)[nH]c2=O)cc(OC)c1,4%,/,4%,/,0.0%,27%,-7%[9.22 µM]

# Pulled by compound from the entries so far (two):
SMILES,L3MBTL1 inh,Luc counter,CBFb-RUNX1 inh,IMPase Li inh,Epigenetic reg,NPSR antag,HTT aggregate
OC(CCNCCc1c[nH]c2ccccc12)C(F)(F)F (centres undefined),?,-2%,-11%,7%,3.9%,5%,-5%
c1cncc(C2CCCN2)c1 (centres undefined),/,/,17%,2%,0.0%,/,/
